# From PubChem BioAssay
# GALR2 blocker: GALR2 antagonists in receptor-expressing cells, primary screen | Galanin receptor type 2 (Homo sapiens), O43603 | antagonist mode | inhibition, % at 4 µM | 140,000 tested, 0.39% active | AID 828, 2007; in the data active means inhibition above about 27%;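 further: cells stimulated with galanin 1-16 at roughly its EC80; 0% = agonist challenge control and 100% = basal control without agonist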
# Target sequence (O43603 whole entry, looked up): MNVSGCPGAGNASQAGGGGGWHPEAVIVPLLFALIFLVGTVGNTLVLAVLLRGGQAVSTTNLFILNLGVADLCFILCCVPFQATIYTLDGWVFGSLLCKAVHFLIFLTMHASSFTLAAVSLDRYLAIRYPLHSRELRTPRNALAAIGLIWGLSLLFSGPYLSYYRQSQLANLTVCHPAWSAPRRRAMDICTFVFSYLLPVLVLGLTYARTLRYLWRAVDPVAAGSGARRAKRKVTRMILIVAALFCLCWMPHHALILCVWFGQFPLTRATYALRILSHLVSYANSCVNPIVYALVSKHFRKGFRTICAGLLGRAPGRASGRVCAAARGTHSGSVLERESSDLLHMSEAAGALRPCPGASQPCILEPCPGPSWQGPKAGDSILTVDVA
# Yeast lifespan up: compounds extending yeast replicative lifespan, primary screen, S. cerevisiae, OD615 | S. cerevisiae growth with nicotinamide; deaD strain in restrictive glucose medium | inhibition of the nicotinamide effect, % at 10 µM | 130,000 tested, 0.68% active | AID 775, 2007;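 active means inhibition above a set limit, placed 3 SD over the median of all compounds, cut at about 26% in these data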;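 further: 0% = nicotinamide-treated wells and 100% = cells grown without nicotinamide; some compounds called inactive have numbers as strong as hits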
#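 assay system = DeaD-strain S. cerevisiae | buffer or medium = restrictive glucose medium | reagent = 1.5 mM nicotinamide | compound = 10 µM single point, 0.25% DMSO | incubation = 48 h compound exposure at 30 °C, humidified | signal = OD615 measurement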
# Phagocyt inh: inhibitors of macrophage phagocytosis, primary screen, imaging, J774A.1 cells, IgG beads; J774A.1 macrophage IgG-bead phagocytosis; inhibition, % at 5 µM; 110,000 tested, 0.07% active; AID 1029, 2008;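 active means inhibition above the mean of the plate negative controls plus 5 SD, cut at about 13% in these data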;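 further: phagocytic index as fraction of beads internalized from green versus red external bead signal; plate controls were DMSO negative control for no effect and cytochalasin-D positive control for full effect; some results beyond the cut were filed as inactive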
# HCT116 bCat-KO: primary screen for growth suppressors in beta-catenin knockout HCT116 cells (colon tumor, human) | 140,000 tested, 1.5% active | viability, % at 10 µM | HCT116 beta-catenin knockout viability, CellTiter-Glo, 60 h; active compounds read low;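 active means viability at or under a set limit, the compound median less 4 SD, cut at about 6% in these data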;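 further: 0% = Hyamine 1622 control at 20 µM and 100% = untreated cell control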
# PTEN del growth: growth suppression of PTEN-null HCT116, primary screen, cell-based, CellTiter-Glo. HCT116 PTEN-null viability, 60 h; active compounds read low. viability, % at 10 µM. 140,000 tested, 1.2% active. AID 827, 2007;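 active means viability at or below a set limit, 4 SD under the median of all tested compounds, cut at about 3.7% in these data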;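 further: PTEN knockout HCT116 line with beta catenin targeted HCT116 as companion control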
# Measles CPE: compounds protecting cells from measles virus cytopathic effect, primary screen, measles RdRp inhibitor project, single point, MLSMR library, absorbance. 140,000 tested, 1.5% active. Measles virus-infected cells, CPE protection. protection (pct of control), % at 4 µM. AID 841, 2007; in the data active means protection mostly above about 24%, no sharp cut-off; inactive means mostly below about 26%; further: some compounds called inactive have numbers as strong as hits
# Yeast growth inh: growth inhibitors of yeast BB579 in restrictive medium, primary screen, yeast lifespan-shortening project, S. cerevisiae; inhibition, % at 10 µM; AID 804, 2007; OD615, 48 h; 140,000 tested, 0.51% active;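 active means inhibition above a set limit, 3 SD over the mean compound inhibition, cut at about 44% in these data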; further: inactives centre near -24
#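 controls = amphotericin B 10 µg/mL, positive | assay system = DeaD yeast strain BB579 | schedule = 48 h compound exposure at 30 °C after 4 h preincubation | detection = OD615 turbidity measurement | medium = restrictive CSMM-D medium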
# NPY Y2 blocker: NPY-Y2 receptor antagonists, primary screen, cell-based. Neuropeptide Y receptor type 2 (Homo sapiens), P49146. NPY-Y2 expressing cells, antagonist mode. inhibition, % at 2.7 µM. 140,000 tested, 0.99% active. AID 793, 2007; in the data active means inhibition above about 17%;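 further: 0% = vehicle with agonist challenge and 100% = reference antagonist with challenge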
# Target sequence (P49146 whole entry, looked up): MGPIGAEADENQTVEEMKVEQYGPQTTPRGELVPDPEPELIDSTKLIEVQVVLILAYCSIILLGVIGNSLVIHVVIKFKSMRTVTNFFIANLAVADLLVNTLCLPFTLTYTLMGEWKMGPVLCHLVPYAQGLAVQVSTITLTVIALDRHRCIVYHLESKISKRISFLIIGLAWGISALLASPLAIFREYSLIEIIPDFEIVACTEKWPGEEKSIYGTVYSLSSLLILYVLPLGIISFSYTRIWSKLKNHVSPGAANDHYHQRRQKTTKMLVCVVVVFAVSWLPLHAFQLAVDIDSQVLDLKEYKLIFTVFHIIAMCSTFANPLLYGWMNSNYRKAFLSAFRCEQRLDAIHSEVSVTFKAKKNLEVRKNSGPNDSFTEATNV
# MRP1 act: H69AR viability gain despite doxorubicin, primary screen, MRP-1 activator project, H69AR cells, CellTiter-Glo. 140,000 tested, 0.61% active. viability rescue. AID 799, 2007. viability increase, % at 10 µM;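 active means viability gain under doxorubicin at or above a set limit, the compound median plus 3 SD, cut at about 4.7% in these data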;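 further: MRP-1 overexpressing cells given doxorubicin 25 µM after compound pretreatment; 18-22 h compound pretreatment then 72 h with doxorubicin before readout; 0% = doxorubicin-only wells and 100% = vehicle-treated cells without doxorubicin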
# E-sel TNF inh: E-selectin induction blockers in HUVEC – imaging, immunofluorescence, high content, primary screen; inhibition, % at 2 µM; AID 1246, 2008; 120,000 tested, 0.71% active; HUVEC TNFa-induced E-selectin immunofluorescence;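 active means inhibition above the batch mean plus 3 SD, and confirmed as a hit on visual image review, cut at about 43% in these data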;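 further: 0% = TNF-stimulated DMSO wells and 100% = unstimulated control wells; not every result past the cut was called active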
# Active calls of the source: *; x = not tested or not shown.
SMILES,GALR2 blocker,Yeast lifespan up,Phagocyt inh,HCT116 bCat-KO,PTEN del growth,Measles CPE,Yeast growth inh,NPY Y2 blocker,MRP1 act,E-sel TNF inh
Cn1cc(CNC(=O)C2CCCCC2)cn1,15,-5,0,99,103,6,6,-2,0.1,-31
CCOc1cc(C(=O)NCC(C)CN(C)C)cc(OCC)c1OCC (stereo not given),3,-7,0,93,101,13,-8,3,-0.4,-5
CC(C)CNC(=O)CSc1nnc(-c2cccc(S(=O)(=O)N3CCCCC3)c2)o1,10,1,2,86,91,20,-32,3,-0.1,-11
CCOC(=O)CC1C(=O)NC2CCCCC2N1C(=O)Nc1ccc(Cl)cc1 (stereo not given),4,-9,-3,107,111,15,-1,0,-0.2,-36
CCN(c1nc(C)cc(OC)n1)S(=O)(=O)c1ccccc1,1,-7,0,90,92,4,-37,9,-2.9,x
Cc1nc2c3ccccc3n(CC(=O)c3ccc(F)cc3)c(=O)n2n1,-14,-2,0,102,91,13,-28,7,-2.7,x
Cc1ccc(S(=O)(=O)c2c(N)n(CCC(C)C)c3nc4ccccc4nc23)cc1,-2,-9,1,8,2.6*,6,-13,1,-5.9,-22
O=C(O)C1OC(C(=O)O)C2C1C(F)(F)C2(F)F (stereo not given),7,3,0,91,99,6,10,-1,-1.5,x
Cc1ccccc1Cn1cnc2ccccc2c1=O,-13,1,-2,93,104,5,-33,2,-0.5,x
CC(Sc1nc2ccccc2[nH]1)C(=O)Nc1ccc2c(c1)OCCO2 (stereo not given),9,-13,x,89,87,-1,-12,2,-1.5,x
Cc1cc(-c2ccccc2)nc(SCC(=O)c2cccc([N+](=O)[O-])c2)n1,-10,-25,0,58,48,3,-11,2,-3.0,-32
O=c1/c(=C/c2ccco2)sc2n1CN(c1ccccc1)CN=2,-4,-16,0,90,101,4,-15,1,-0.5,10
Cc1cc(-c2ccccc2)nc(N2CCC(C(=O)NC34CC5CC(CC(C5)C3)C4)CC2)n1,2,-5,1,91,90,5,-30,3,-1.0,-11
CCCc1nnc(SCC(=O)O)n1/N=C/c1ccc2c(c1)OCO2,-4,-19,x,101,96,3,-1,0,-2.5,-6
O=C(COC(=O)CCc1nc2ccccc2s1)Nc1nc(-c2ccccc2)cs1,-5,2,-2,88,83,2,-24,4,0.9,x
CCOC(=O)c1ccc(NC(=O)Nc2ccn(C)n2)cc1,9,-11,0,93,100,4,-2,0,-0.1,9
CC#CCN(CC#CC)S(=O)(=O)c1ccc(S(=O)(=O)N2CCOCC2)cc1,-1,-12,0,83,86,30,6,-1,-1.0,15
CCC(=O)N(CC)Cc1cc(=O)[nH]c2ccccc12,7,6,-4,97,88,6,-50,2,-2.9,8
Cc1cccc(N(C(=O)CCC(=O)Nc2cccnc2)C(C(=O)NC2CCCC2)c2ccncc2)c1 (stereo not given),-4,x,x,93,96,7,-2,6,-1.5,16
CN(c1ccccc1)S(=O)(=O)c1cccc(NC(=O)CSc2ncn[nH]2)c1,24,-3,-10,83,89,14,-1,1,3.5,x

# Part of the list above with just MRP1 act, Measles CPE and Phagocyt inh:
mol	MRP1 act	Measles CPE	Phagocyt inh
Cc1cccc(N(C(=O)CCC(=O)Nc2cccnc2)C(C(=O)NC2CCCC2)c2ccncc2)c1 (stereo not given)	-1.5	7	x
CN(c1ccccc1)S(=O)(=O)c1cccc(NC(=O)CSc2ncn[nH]2)c1	3.5	14	-10

# (more compounds)
SMILES,GALR2 blocker,Yeast lifespan up,Phagocyt inh,HCT116 bCat-KO,PTEN del growth,Measles CPE,Yeast growth inh,NPY Y2 blocker,MRP1 act,E-sel TNF inh
Cc1cc(SCC(=O)Nc2ccccc2)nc(C)n1,-5,-13,0,99,100,13,12,3,-0.5,7
COc1ccc2c(c1)-c1nc(/N=C/c3ccc(O)cc3)sc1CC2,7,-5,-6,93,96,4,-3,1,-3.3,8
Cc1ccc2cc(CCNC(=O)c3ccc(C)c([N+](=O)[O-])c3)c(=O)[nH]c2c1,5,1,-6,96,90,7,-30,2,-1.0,x
O=C1CN(C(=O)COC(=O)C2=COCCO2)c2ccccc2N1,0,2,0,103,99,9,-35,3,-1.4,x
COC(=O)[C@@]1(Cc2ccc(F)cc2)[C@H]2c3cc(C(=O)N(C)C)n(CCc4ccccn4)c3C[C@H]2CN1C(=O)c1ccccc1,-1,3,x,88,88,16,-25,0,-2.6,-8
O=C(Nc1cccc(S(=O)(=O)NC2=NCCCCC2)c1)c1cc(-c2ccccc2Cl)nc2ccccc12,-4,0,-10,69,60,1,-49,1,-2.9,19
COc1ccccc1N1CCN(C(=O)C2CCN(S(=O)(=O)N3CCOCC3)CC2)CC1,-2,-15,x,81,87,8,-20,0,-2.2,x
Cc1c(Cl)cccc1Nc1nc(N)nc(CSc2nc3ccccc3s2)n1,-7,-6,0,46,62,11,-17,9,-2.7,7
COc1ccccc1CO/N=C/c1cccn1-c1nccc(N(C)C)c1C#N,-11,-4,-2,92,91,17,-20,1,-2.8,3
O=C(Nc1ncn[nH]1)c1cc(S(=O)(=O)Nc2ccc(Cl)cc2)ccc1Cl,9,2,-5,97,95,7,-24,3,0.6,x
Cc1ccc(S(=O)(=O)Nc2ccc(NC(=O)CN3CCCCC3)c(Cl)c2)cc1,-1,-8,0,91,92,5,-8,8,-4.4,-5
Cc1ccc(Cl)c(OCCN2CCCC(C)C2)c1 (stereo not given),-12,-2,-3,83,80,7,-33,7,-3.0,14
CCOC(=O)c1sc2nc(N3CCOCC3)c3c(c2c1N)CCC3,-3,-22,0,98,102,1,-45,-3,-1.8,-7
C/C(=N\NC(=O)COc1ccc(C(C)(C)C)cc1)c1ccc(N2CCOCC2)cc1,6,-1,6,85,92,9,-36,-2,-3.0,x
O=C(C1CCCCN1S(=O)(=O)c1ccccc1)N1CCN(C(c2ccccc2)c2ccccc2)CC1 (stereo not given),-12,-7,1,71,65,25,-52,3,-1.1,-3
O=C(Nc1cccc(S(=O)(=O)Nc2ccccc2Cl)c1)c1ccc(N2CCCC2)c([N+](=O)[O-])c1,4,-2,-8,95,90,17,-7,0,4.0,-27
Cn1c(SCC(=O)Nc2ccc3cn[nH]c3c2)nnc1-c1cnccn1,16,-2,-1,101,107,28,-45,1,-3.3,3
O=C(O)c1cccc(N=NN2CCCCCC2)c1,3,-2,-8,101,98,5,1,0,-1.9,16
COc1cc(C(=S)N2CCOCC2)ccc1OS(=O)(=O)c1ccc(NC(C)=O)cc1,5,-1,-5,70,82,21,12,2,-3.3,x
COc1ccc(/C=C2/C(=O)OCc3cc(OC)c(OC)cc32)c(OC)c1,3,5,x,74,71,0,-40,1,-4.4,x
O=C(COC(=O)CNS(=O)(=O)c1ccc2ccccc2c1)Nc1ccc2c(c1)OCO2,18,4,x,95,93,11,-7,6,-1.6,-29
C/C(N)=C(/C#N)C(=O)CSc1ncnc2ccccc12,8,-6,-1,90,94,5,-52,9,-2.4,-31
COC(=O)c1cc(NC(=O)CC2C(=O)NCCN2C(=O)c2ccc(F)cc2)cc(C(=O)OC)c1 (stereo not given),-10,-6,2,92,93,1,24,2,-1.4,-32
CC(NC(=S)Nc1ccccc1)C1COc2ccccc2O1 (stereo not given),6,4,-5,84,72,16,-30,1,-4.1,x
S=C(NCc1ccc(Cl)cc1Cl)NC1CCCCC1,5,4,1,81,81,4,71*,9,-1.0,-4
CC1CCCCC1NC(=O)c1ccc(N2CCCC2=O)cc1 (stereo not given),-4,-8,-1,91,100,9,-43,2,0.1,-18
Cc1ccc(S(=O)(=O)N2CCC(=O)N(C(CO)Cc3ccccc3)CC2)cc1 (stereo not given),-3,2,x,107,101,7,-31,0,-2.3,-12
O=C(O)c1ccnc(SCC(=O)c2ccccc2)c1,1,14,-3,97,87,6,-37,4,-1.0,-3
CN(C)S(=O)(=O)c1cccc(NC(=O)COC(=O)C2(c3ccccc3F)CCCC2)c1,32*,6,0,22,33,14,-21,-3,-2.0,x
CCN(CC)C(=O)c1sc(NC(=O)c2ccc3c(c2)OCO3)c(C#N)c1C,8,-3,0,98,101,10,-10,-3,-1.1,1
CCn1c(SCC(=O)NCc2ccccc2)nc2c(c1=O)SC(C)C2 (stereo not given),-10,-5,0,95,99,21,-1,3,-0.6,-1
O=C(NCCc1nc2ccccc2[nH]1)Nc1ccccc1,-6,-3,0,107,100,5,-61,0,-1.2,-2
CCOc1ccc(CCNC(=O)Cn2cccc2C(=O)c2ccccc2)cc1OCC,-5,6,-3,80,93,4,-36,6,-2.4,-9
CCOC(=O)CSc1nc2ccccc2c(=O)n1CC,-18,-4,-2,94,98,5,-15,5,-0.8,-9
CN(C)S(=O)(=O)N1CCC(CCCC2CCN(S(=O)(=O)N(C)C)CC2)CC1,-8,-8,0,90,80,28,-33,2,-3.4,14
O=C(CCS(=O)(=O)c1cccs1)Nc1ccc(C(=O)NCc2ccccc2)cc1,-12,-5,-1,72,80,2,-4,4,-2.8,x
COc1ccc(NC(=O)Cc2c(SC)c3ccccc3n2Cc2ccccc2)cc1,1,-2,2,44,44,6,-32,2,-5.6,x
O=C(NNC(=O)c1cc(-c2ccc(Cl)c(Cl)c2)nc2ccccc12)Nc1ccccc1,-7,-18,x,10,6,4,-4,-3,-4.3,-3
CCOC(=O)C(C)Sc1nc2c(c(=O)[nH]c(=O)n2C)n1C/C=C(/C)Cl (stereo not given),3,-5,-3,91,90,19,-18,1,-2.1,1
CC1=C(C(=O)OCCOc2ccccc2)C(c2ccc(C)o2)C2=C(CC(C)(C)CC2=O)N1 (stereo not given),5,-9,0,64,66,4,-7,1,0.0,6
COc1ccccc1NC(=O)c1ccc(NS(=O)(=O)c2cccc3cccnc23)cc1,-5,4,-11,84,76,11,-37,6,-2.3,-23
CCOC(=O)N1CCN(C(=O)CSc2nnc(-c3c[nH]c4ccccc34)n2CCOC)CC1,-2,-2,3,95,103,13,-15,2,-1.0,x
Cc1cc(C(C)(C)C)oc1C(=O)N(CC(=O)NC1CCCC1)Cc1ccccc1,8,5,-1,58,68,12,-31,8,-0.7,x
CN1CCN(NC(=S)NC2CCCCC2)CC1,-1,-2,-3,92,91,16,0,3,2.1,x
COc1cc(OC)cc(-c2nnc(SCC(=O)N(Cc3ccccc3)C(C)(C)C)o2)c1,-8,-5,-1,59,62,17,-31,2,-1.6,x
Cn1c(CCN2CCCCC2)nc2cc(NS(=O)(=O)c3ccccc3)ccc21,12,-6,0,51,50,5,-30,2,-5.9,21
Cc1cc(C)c(S(=O)(=O)N(CC(=O)O)CC(=O)O)c(C)c1,7,-12,1,113,104,8,-12,4,1.1,x
Cn1c(NNC(=O)c2ccc(C(C)(C)C)cc2)cc(=O)n(C)c1=O,-9,-1,-5,87,96,5,-21,3,1.5,22
